Assay outcomes: PubChem, NCI
Growth percent in the NCI-60 one-dose screen (48 h, 10 µM unless noted): 100 = growth as untreated, 0 = no growth, -100 = all killed.
MDA-MB-231 – MDA-MB-231 breast cancer; actives 5% (n = 81,000)
SR – SR leukemia cells; actives 8.7% (n = 73,000)
MDA-MB-468 – MDA-MB-468 breast cancer. actives 8.5% (n = 78,000). AID 2202374
BT-549 – BT-549 breast cancer. actives 4.4% (n = 78,000). AID 1794793
K-562 – K-562 leukemia. actives 7.4% (n = 78,000). AID 1794777
T-47D – T-47D breast cancer; AID 1794792; actives 5% (n = 79,000)
MOLT-4 – MOLT-4 leukemia cells; actives 6.9% (n = 80,000)
MCF7 – MCF7 breast cancer | AID 1794796 | actives 6.3% (n = 82,000)
Starred values were filed as active, the others as inactive; / = no result given; & = joins results of further samples; ! = a repeat was not active. The calls were made as follows: active = growth percent below 10; inactive = the rest.

Each structure is followed by: MDA-MB-231	SR	MDA-MB-468	BT-549	K-562	T-47D	MOLT-4	MCF7
> CCC(=O)C(CC)c1ccccc1OC (stereo not drawn)
→ 100.9	101.0	105.5	100.1	/	/	105.9	92.8
> C[C@@]1(CCC#N)[C@H]2CC[C@@H]3[C@H]4[C@H](C(=O)/C=C/c5cccnc5)CC[C@]4(C(=O)NC4CCCCC4)CC[C@@]3(C)[C@]2(C)CC[C@H]1C(=O)/C=C/c1cccnc1
→ 62.2	42.9	61.1	58.3	36.4	34.9	39.6	42.4
> CC1(c2cc3cc(Cl)ccc3oc2=O)NC(=O)c2c(/C=C/C(=O)OC3CC4CCC3(C)C4(C)C)cccc2N1 (stereo not drawn)
→ 75.1	42.2	-6.8*	59.3	21.6	24.4	21.2	37.4
> CC(=O)N1N=C(c2ccc(Nc3nc(Nc4ccccc4)nc(Nc4ccccc4)n3)cc2)CC1c1ccccc1 (stereo not drawn)
→ 71.7	62.3	/	87.2	68.9	46.5	75.1	67.5
> NC(N)=NC(=O)c1nc(Cl)c(N)nc1N
→ 94.8	/	113.2	83.1	92.9	110.7	/	93.7
> CCOC(=O)C1(C(=O)OCC)CC1
→ 101.3	97.5	104.6	99.0	96.2	103.8	97.7	97.7
> CC1=C(C(=O)Nc2cc(C)ccc2C)C(c2cccc([N+](=O)[O-])c2)C(C(=O)Nc2cc(C)ccc2C)=C(C)N1
→ /	/	63.3	62.4	69.8	/	24.6	39.3
> O=S(=O)(NC1C2c3ccccc3C(c3ccccc32)C1O)c1ccc(Cl)cc1 (stereo not drawn)
→ 110.9	96.7	94.9	100.7	88.8	82.5	89.5	101.1
> CCCCCCCCCCCCSP(SCCCCCCCCCCCC)SCCCCCCCCCCCC
→ 112.9	82.0	99.2	106.7	103.1	98.6	102.2	101.2
> CCCCCCCCCCCCCCCCCCCCBr
→ 116.2	110.8	104.9	112.3	99.3	107.1	100.1	116.0
> O=C(NNC(=S)NCCc1ccccc1)c1ccc(OCc2nc3ccc(Cl)cc3[nH]2)cc1
→ 95.5	54.2	61.4	61.5	29.6	39.4	39.7	34.2
> Cc1ccc(NC(=S)S)cc1
→ 86.6	100.7	95.2	85.0	80.0	104.2	70.9	96.5
> N#Cc1nc(-c2ccccc2)oc1N1CCC[C@H]1CO
→ 107.6	106.6	100.5	104.4	118.8	103.0	114.9	94.8
> O=C(c1ccc(O)cc1)c1ccc(O)cc1
→ 125.1	88.7	110.0	121.7	101.7	113.0	102.0	113.3
> Cc1[nH]c2ccccc2c1/C=N/Nc1ncnc2sc3c(c12)CCN(CC(=O)O)C3
→ 102.1	67.8	108.0	102.0	90.7	105.1	96.6	90.1
> CN(C)CCC(C(=O)c1ccccc1)c1ccccn1 (stereo not drawn)
→ 112.4	93.4	105.3	103.6	101.0	105.6	101.7	96.5
> CCCCCCCCCCCCCCCc1cc(O)cc(O)c1
→ 74.1	108.7	113.9	98.4	108.2	66.8	72.7	81.3
> COc1cc(/C=C/C(=O)c2ccc(C)cc2)ccc1Oc1nc(Nc2ccc(F)cc2)nc(N(C)C)n1
→ 31.2	3.9*	40.1	-30.1*	26.8	15.4	9.3*	11.9
> CC(Oc1ccc(C(=O)NS(=O)(=O)c2ccccc2Cl)cc1C(F)(F)F)c1ccc(Oc2ccccc2)cn1 (stereo not drawn)
→ 104.2	116.0	96.9	106.1	96.8	100.0	99.9	95.6
> CC(C)OC(=O)CCCCCCCC(=O)OC(C)C
→ 110.1	/	97.7	89.5	/	90.3	/	93.1
> NCCC1CCCCCC1
→ 102.7	124.9	119.6	111.7	101.7	99.0	105.5	95.3
> CCOC(=O)c1ccc(Nc2ncnc3ccc(NC(=O)c4cccs4)cc23)cc1
→ 85.1	77.9	91.7	78.8	84.0	72.6	62.4	88.5
> CN(C)c1ccc(C=C2C=CC=C2)cc1
→ 112.8	/	99.3	86.6	98.8	70.8	91.5	95.9
> C=CCN1c2ccccc2Sc2cnccc21
→ 92.9&113.8	79.8&86.5	108.2&85.0	85.6&103.6	97.7&109.2	93.6&111.4	90.5&94.5	97.6&106.1
> Oc1ccc(-c2nc(-c3ccc4oc5ccc(-c6[nH]c(-c7ccc(O)cc7)nc6-c6ccccc6)cc5c4c3)c(-c3ccccc3)[nH]2)cc1
→ 59.5	43.1	6.1*	57.2	22.7	46.8	57.1	50.7
> COc1ccc2oc(N)nc2c1
→ 90.8	/	109.3	96.5	127.5	96.0	106.8	106.0
> CCCCCCCCCC(=O)Oc1ccc(/C(=C(/C)c2ccccc2)c2ccc(OCCN3CCCC3)cc2)cc1
→ -5.4*	-25.7*	-29.4*	24.5	-12.4*	3.1*	2.4*	-14.1*
> NCC[C@@H](O)C(=O)N[C@@H]1C[C@H](N)[C@@H](O[C@H]2O[C@H](CN)[C@@H](O)[C@H](O)[C@H]2O)[C@H](O)[C@H]1O[C@H]1O[C@H](CO)[C@@H](O)[C@H](N)C1O (stereo partly drawn)
→ 97.9	/	122.0	96.8	104.7	101.1	/	95.4
> CCN(CC)CCNC(=O)c1ccc(C(=O)NCCN(CC)CC)cc1
→ /	98.2	107.8	106.7	102.7	120.5	97.5	95.6
> O=C(N/N=C/C[C@@H]1[C@@H](CO)[C@H](O)C[C@@H]1O)c1ccncc1
→ 99.0	90.1	105.8	100.0	87.2	93.0	81.0	98.2

Single records, from the list above.
Listed for `CC(C)OC(=O)CCCCCCCC(=O)OC(C)C` = MDA-MB-231: 110.1; SR: /; MDA-MB-468: 97.7; BT-549: 89.5; K-562: /; T-47D: 90.3; MOLT-4: /; MCF7: 93.1
Listed for `CCCCCCCCCCCCCCCc1cc(O)cc(O)c1` = MDA-MB-231: 74.1; SR: 108.7; MDA-MB-468: 113.9; BT-549: 98.4; K-562: 108.2; T-47D: 66.8; MOLT-4: 72.7; MCF7: 81.3

The listing continues:
Each structure is followed by: MDA-MB-231	SR	MDA-MB-468	BT-549	K-562	T-47D	MOLT-4	MCF7
> COc1cc(C2=NN(c3ccc(Cl)cc3)C(c3cccc(Nc4ccnc5cc(Cl)ccc45)c3)C2)cc(OC)c1OC (stereo not drawn)
→ 88.6	75.1	85.8	93.2	84.5	71.7	60.2	79.1
> CCOC(=O)C1=C(C)N=C2Sc3cccc(OC)c3N2[C@H]1c1ccccn1
→ 90.6	96.9	108.5	101.2	100.8	96.5	96.9	97.0
> O=c1[nH]c(=O)c2c(-c3cc4ccccc4oc3=O)ccnc2[nH]1
→ 64.9	71.8	57.9	70.2	105.7	74.2	110.6	/
> Cn1nnnc1N1CCC(NC(=O)/C=C/c2c(F)cccc2F)CC1
→ 102.4	101.8	99.5	98.2	101.9	90.0	104.2	99.3
> O=C1c2cccnc2-c2nccc3c2c1nc1cc(Br)ccc13
→ -58.0*	-38.2*!	-54.6*	-67.8*	-25.6*	-63.8*	-31.0*	-57.8*
> O=C(NCc1ccccc1)NNC(=O)c1ccc(-n2cc(-c3ccccc3)nn2)cc1
→ 101.0	101.7	101.5	99.3	95.6	108.0	104.1	94.2
> COc1ccc(/C=N/c2n[nH]c(-c3cccc(Cl)c3)n2)cc1
→ 95.0	47.6	68.3	89.9	43.3	94.5	88.2	86.2
> CNS(=O)(=O)Cc1ccc2[nH]cc(CCN(C)C)c2c1
→ 98.9	100.0	106.0	103.0	/	/	103.4	100.7
> COc1cc2ccc(CC#N)cc2cc1OC
→ 110.1	96.5	95.7	111.7	90.7	93.3	106.5	93.7
> CCCCOc1nc2ccc(C)cc2cc1/C=C/C(=O)/C=C(O)/C=C/c1cc2cc(C)ccc2nc1OCCCC
→ 102.7	95.9	104.0	90.8	99.2	89.2	98.8	100.1
> Oc1ccc2ccccc2c1N=Nc1nc(-c2ccccc2)cs1
→ 44.0	26.4	42.6	51.4	25.5	44.1	23.4	18.0
> CC1=C(O)C(=O)C=C1
→ 119.5	105.3	129.3	121.5	107.6	97.2	99.1	/
> C#CCOc1ccccc1C(OC(=O)c1ccc2ccccc2c1)C(=O)NC(C)(C)C(C)(C)C (stereo not drawn)
→ 99.7	100.8	101.8	116.4	102.6	107.9	133.6	90.7
> CCOC(=O)c1sc(/N=C2\C(=O)Nc3ccc(Cl)cc32)nc1C
→ 94.1	92.1	113.6	102.7	99.0	93.6	104.1	94.4
> Cn1c(-c2ccc(Br)cc2)cc(=O)c2ccccc21
→ 87.6	93.0	91.3	108.4	92.3	102.4	97.5	99.8
> O=S(=O)(Oc1ccc(-c2cnc3ccccc3n2)cc1)c1ccccc1
→ 105.2	85.1	84.5	96.8	81.9	86.5	75.6	94.5
> CCN(CC)c1ccc(N)cc1
→ 89.0&81.0&74.0	92.7&105.0	69.7&105.0&105.7	85.7&103.9&100.8	29.7&114.9&91.4	89.1&90.5&102.9	97.4&98.4&97.0	87.9&101.4&91.4
> O=C1[C@@H]2Cc3c([nH]c4ccccc34)[C@H](c3c(Cl)cccc3Cl)N2C(=O)CN1C1CCN(Cc2c(F)cccc2F)CC1
→ 69.0	35.4	102.1	80.4	66.3	94.9	58.8	40.4
> O=C(CSc1oc(-c2ccccc2)nc1S(=O)(=O)c1ccc(Br)cc1)Nc1ccc(F)cc1
→ 48.6	54.2	74.1	88.2	60.3	67.6	74.7	65.7
> Cc1ccc(S(=O)(=O)Oc2nncc(-c3ccccc3)n2)cc1
→ 112.9	/	147.8	129.0	115.6	109.9	90.8	125.8
> COc1cccc2c1OC1(N3CCOCC3)CCCCC1C2C[N+](=O)[O-] (stereo not drawn)
→ 111.6	100.7	/	99.1	97.9	99.2	91.0	102.6
> CN(C)c1ccc2[nH]c3ccccc3c2c1
→ 45.5	110.3	/	98.5	100.4	85.3	89.9	88.4
> Oc1ccc(Nc2nccc(-c3ccc4ccccc4c3)n2)cc1
→ 30.5	/	20.7	48.2	/	48.7	14.8	20.2
> CC(C)N(c1ccc(Cl)cc1)c1nc(-c2ccc([N+](=O)[O-])cc2)cs1
→ 89.5	85.5	107.5	127.2	92.8	83.9	86.7	/
> CC(C)c1ccc(C(C)C)cc1
→ 100.5	59.1	103.3	/	106.8	105.5	95.3	102.0
> Nc1ncnc2c1ncn2C1CCCC(CO)O1 (stereo not drawn)
→ 127.7	76.2	107.7	106.0	/	113.4	82.7	113.9
> CCN(c1ccc2c(c1)C(C)(C)CCC2(C)C)c1ncc(C(=O)O)cn1
→ 102.5	96.8	95.4	94.1	111.6	81.1	99.0	73.4
> C[Si](C)(C)c1cn(CCCCN2C(=O)C(=O)c3ccccc32)nn1
→ 103.5	109.3	125.1	96.9	112.1	99.5	102.0	96.7
> CCCCCCCOc1ccc(S(=O)(=O)Nc2ccc(C)c(F)c2C(=O)O)cc1
→ 96.0	98.7	72.8	103.1	88.4	93.9	98.3	86.6
> Oc1ccc(/C=N/N=C(/c2ccccc2)c2ccc3nc(-c4ccc(O)cc4)[nH]c3c2)cc1
→ 91.8	62.6	82.5	82.1	73.5	72.9	58.8	55.8

Each structure is followed by: MDA-MB-231	SR	MDA-MB-468	BT-549	K-562	T-47D	MOLT-4	MCF7
> Cc1ccc(-c2nnc(SCC(=O)NC3=NN=C(c4ccc(Cl)cc4)CS3)o2)cc1
→ 99.1	95.6	106.6	101.2	/	88.2	79.1	98.9
> Cc1ccc(C(C)(C)C)cc1
→ 105.6	/	/	99.4	94.2	94.8	84.9	107.9
> O=C1CCCC/C1=C\c1c(-c2ccc(Cl)cc2)nn(-c2ccccc2)c1C(F)(F)F
→ 87.3	/	/	95.9	/	76.4	/	86.3
> CCCCCCCCN=Cc1c(O)c(O)c(C(C)C)c2cc(C)c(-c3c(C)cc4c(C(C)C)c(O)c(O)c(C=NCCCCCCCC)c4c3O)c(O)c12
→ 104.5	100.7	96.9	/	102.7	90.4	105.7	97.4
> NNc1nc(Nc2ccccc2)nc(Nc2ccc(S(N)(=O)=O)cc2)n1
→ 98.7	68.0	100.5	99.0	90.4	90.9	18.8	98.4
> O=S(=O)(Nc1ccc(Cl)c(C(F)(F)F)c1)c1ccc(-c2nnc(C3CCCCC3)o2)cc1
→ 93.0	88.9	99.7	95.9	102.0	89.5	92.0	100.3
> CCOC(=O)C(CCC1CCCCC1)C(C)=O (stereo not drawn)
→ 117.6	141.0	95.6	122.2	57.4	112.7	118.7	102.6
> CCSC(=N)N=Nc1ccc(O)cc1
→ 68.7	91.6	90.4	101.8	36.4	70.6	57.5	83.9
> Cc1ccc(NC(=O)COC(=O)c2ccc(S(=O)(=O)N3CCCCCC3)cc2)cc1
→ 100.6	131.2	92.9	141.1	102.8	5.2*	127.4	101.8
> O=C(Nc1cc2c(cc1Cl)-c1ccc([N+](=O)[O-])cc1/C2=N\O)C(F)(F)F
→ 80.0	69.9	16.8	105.9	111.3	85.5	94.4	56.9
> Nc1cc(N)n(C2=NCCN2)n1
→ 103.6	93.1	99.4	123.5	109.2	105.9	/	95.1
> CCOC(=O)c1cn(CCN2CCOCC2)c2nc(NCc3ccc(OC)c(OC)c3)nn2c1=O
→ 98.4	96.9	100.2	106.2	100.5	90.1	99.5	93.1
> C/C(Cc1ccccc1)=N\O
→ 113.4	100.6	106.4	107.1	88.6	116.8	5.2*	106.8
> Oc1c(Cl)cc(Cl)c(Cc2c(Cl)cc(Cl)c(O)c2Cl)c1Cl
→ 98.1	101.5	107.7	/	84.9	91.6	102.2	96.6
> O=C(O)c1cn(C2CC2)c2cc(N3CCN(Cc4ccc(O)cc4O)CC3)c(F)cc2c1=O
→ 116.4	96.3	106.2	/	110.3	100.1	106.5	98.8

Entries above with a cyano group:
Each structure is followed by: MDA-MB-231	SR	MDA-MB-468	BT-549	K-562	T-47D	MOLT-4	MCF7
> C[C@@]1(CCC#N)[C@H]2CC[C@@H]3[C@H]4[C@H](C(=O)/C=C/c5cccnc5)CC[C@]4(C(=O)NC4CCCCC4)CC[C@@]3(C)[C@]2(C)CC[C@H]1C(=O)/C=C/c1cccnc1
→ 62.2	42.9	61.1	58.3	36.4	34.9	39.6	42.4
> N#Cc1nc(-c2ccccc2)oc1N1CCC[C@H]1CO
→ 107.6	106.6	100.5	104.4	118.8	103.0	114.9	94.8
> COc1cc2ccc(CC#N)cc2cc1OC
→ 110.1	96.5	95.7	111.7	90.7	93.3	106.5	93.7
